# Bioassay records: PubChem BioAssay, several laboratories
# KKLEB tox: reduces viability of KKLEB cystic fibrosis airway cells | 0.36% of 360,000 active | KKLEB CF airway cells viability, ATPlite luminescence, overnight; hits give low values; cells stimulated with P. aeruginosa culture filtrate | AID 602141 | activity change (cytotoxicity), % at 5 µM;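 active = corrected activity change at or below -50% at 5 µM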
# Shn3 3UTR inh: reduces Shn3 3'UTR luciferase signal in osteoblasts; Clone20 osteoblast Shn3 3'UTR firefly luciferase, 24 h; inhibition, % at 12.5 µM; 0.52% of 360,000 active;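 active = mean inhibition of at least 75% with every replicate also reaching 75%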;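 note: 0% = median of neutral control wells and 100% = pilot-screen positive control compound; some compounds past the cut are filed as inactive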
# HIF-2a inh: blocks HIF-2a reporter activity | 786-0 RCC cells HIF-2a reporter, luciferase luminescence, overnight | inhibition, % at 18.8 µM | 0.72% of 360,000 active;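 active = inhibition of the luminescence signal of 40% or more relative to plate controls, in a single-dose primary screen at 18.75 µM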
# CF NFkB block: inhibitors of cystic fibrosis induced NF-kB; KKLEB NF-kB-GFP reporter, PAF-induced, GFP fluorescence overnight; inhibition, % at 5 µM; 0.86% of 360,000 active;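 active = at least 50% inhibition at 5 µM, scaled per plate between neutral and stimulator controls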;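 note: PAF is a Pseudomonas aeruginosa culture filtrate used as stimulus; plate controls were PAF-stimulated DMSO wells for no effect and unstimulated DMSO wells for full effect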
# NR2E3 ag-1: agonists of human nuclear receptor NR2E3; Q9Y5X4; GST-NR2E3/biotin-RetCOR TR-FRET, 1536-well; inhibition of corepressor binding, % at 4.78 µM; 0.12% of 320,000 active; AID 2300;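 active = percent inhibition above the cutoff of mean plus 3 SD of all tested compounds, set per screening campaign, cut at about 20% in these data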;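 note: 0% = DMSO wells and 100% = biotin wells as full block of FRET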
# Target sequence (Q9Y5X4 whole entry, looked up): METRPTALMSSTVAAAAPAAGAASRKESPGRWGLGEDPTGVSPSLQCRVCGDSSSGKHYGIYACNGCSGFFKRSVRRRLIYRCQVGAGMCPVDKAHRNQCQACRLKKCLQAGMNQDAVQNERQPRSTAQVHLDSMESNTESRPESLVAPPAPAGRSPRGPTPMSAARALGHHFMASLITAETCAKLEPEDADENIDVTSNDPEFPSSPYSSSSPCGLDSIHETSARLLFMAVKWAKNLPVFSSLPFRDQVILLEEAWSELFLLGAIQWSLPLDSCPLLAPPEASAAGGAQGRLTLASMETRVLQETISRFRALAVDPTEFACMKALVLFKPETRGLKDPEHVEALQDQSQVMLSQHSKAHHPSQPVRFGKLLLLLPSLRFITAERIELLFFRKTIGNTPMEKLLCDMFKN
#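 System: GST-tagged NR2E3 plus biotinylated RetCOR corepressor; Amount: 1.35 nM GST-tagged NR2E3 final; Dosing: single nominal compound dose of 4.8 µM; Schedule: 5 h incubation at 4 °C; Technique: TR-FRET with europium anti-GST and streptavidin-D2, 340 nm excitation; Controls: biotin wells as high control, 0.6% DMSO wells as low control.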
# C8 TRAIL sens: sensitizes caspase-8 expressing cells to TRAIL; NB7+C8 cells + TRAIL, ATPlite viability luminescence; inhibition (viability loss, TRAIL sensitization), % at 10 µM; 1% of 360,000 active; AID 624354;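 active = compounds causing at least 50% loss of cell viability in the single-dose screen, relative to plate controls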
# TROY NFkB inh: blocks TROY-dependent signaling in reporter cells; inhibition, % at 10 µM; Q293 LMP1-TROYcd NF-kB luciferase reporter, 4 h; 0.98% of 360,000 active;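 active = compounds whose plate-normalised and pattern-corrected inhibition of the luciferase reporter signal at the single screening dose is 50% or more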
# NR2E3 ag-2: activates human NR2E3 receptor. inhibition of corepressor binding, % at 3.98 µM. 0.35% of 360,000 active. Q9Y5X4. CHO-S Gal4-NCOR/VP16-NR2E3 two-hybrid, luciferase. AID 602229;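 active = inhibition above the mean of all tested compounds plus 3 SD, cut at about 70% in these data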;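 note: 0% = DMSO with NR2E3 transfected cells and 100% = cells lacking NR2E3 construct; higher means lower luciferase signal from less NR2E3 corepressor binding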
# TWEAK-Fn14 inh: TWEAK-Fn14 signaling inhibition | 2% of 360,000 active | AID 1159606 | inhibition, % at 10 µM | TWEAK-stimulated Fn14 reporter cells, luciferase luminescence, 8 h; in the data active = inhibition above about 50%
# MITF TRPM1 inh: inhibitors of MITF-driven TRPM1 promoter in melanoma cells; inhibition, % at 12.5 µM; SK-MEL-5 TRPM1 promoter luciferase, 24 h; 0.83% of 330,000 active;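 active = mean inhibition across replicates of 60% or more, whatever share of single replicates reaches that level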; note: values of inactives mirror those of a sister screen read the other way
# Peg3 prom inh: inhibitors of Peg3 promoter; 1.7% of 360,000 active; AID 588405; inhibition, % at 20 µM; HeLa PEG-Prom luciferase reporter, luminescence, overnight;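 active = inhibition of at least 50% at 20 µM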
# Starred values were filed as active, the others as inactive; / = not tested or not shown. Only part of the results is shown (hit frequency here may not be typical).
SMILES,KKLEB tox,Shn3 3UTR inh,HIF-2a inh,CF NFkB block,NR2E3 ag-1,C8 TRAIL sens,TROY NFkB inh,NR2E3 ag-2,TWEAK-Fn14 inh,MITF TRPM1 inh,Peg3 prom inh
CCc1c(C)nc(Nc2nc(C)c3ccc(OC)cc3n2)[nH]c1=O,16,-36,-125,-68,4,4,-64,-6,-17,-54,-87
O=C(/C=C/c1ccccc1)NC(=S)Nc1ccc(CN2CCOCC2)cc1,-13,16,9,3,2,6,19,-2,9,-6,10
COc1cc(Cl)ccc1OCc1cc(C(=O)N(C)C2CC(C)(C)NC(C)(C)C2)no1,7,-9,-16,5,2,3,-3,-12,-6,4,-22
Clc1ccccc1CO/N=C1\CCCc2nonc21,0,-17,-91,8,1,-6,-34,-18,-48,-21,-45
O=C(O)C1(NS(=O)(=O)c2ccc(Cl)cc2)CCCCC1,-15,-4,18,-6,1,-5,-41,-9,9,8,-13
CCc1ccc(NC(=O)[C@H](NC(=O)[C@@H]2Cc3ccccc3CN2)c2ccccc2)cc1,4,-19,-71,-6,2,14,-30,-9,-5,-17,-30
CCN(CC)c1ccc(C2NC(=O)c3ccccc3N2)cc1 (stereo unspecified),-80*,22,4,-11,/,92*,77*,-65,95*,58,36
CCOc1ccc(NC(=S)N2CCCN(Cc3cc(C)ccc3C)C2)cc1,-1,38,0,3,-1,-4,16,-4,-6,2,-4
CC(=O)Nc1ccc(NC(=O)c2csc([C@H]3C[C@H](O)[C@@H](CO)O3)n2)cc1,-6,1,5,11,/,-6,-4,-7,-6,/,0
CCn1cc(C(=O)O)c(=O)c2cc(Br)ccc21,7,5,13,-21,7,-4,1,-16,-5,13,11
CCC(C)(C)NC(=O)CN(C(=O)CCC(=O)Nc1nccs1)c1ccccc1C,-4,-5,18,10,5,-11,2,-7,18,11,14
COc1ccc(CCNc2nc(C)nc3c2oc2ccccc23)cc1OC,-8,75,16,8,1,12,53*,73*,46,8,43
CCCn1cc(CN2CCCC(CNC(=O)c3ccc(F)cc3)C2)c(C)n1 (stereo unspecified),8,-4,16,0,4,0,7,-10,6,6,7
CCCCn1c(N)c(N(CC(C)C)C(=O)c2cc(C)nc3ccccc23)c(=O)[nH]c1=O,-4,8,25,3,-4,3,-1,1,2,10,8
C[C@@H](C(=O)Nc1ccc2c(c1)OCCO2)n1nnc2ccccc2c1=O,25,-69,-240,-15,-2,7,-67,-104,-17,-99,-260
CC(C)C[C@H]1CN=C(Nc2ccccc2)N1CCCC1CCCC1,-10,39,-11,16,1,32,-12,6,-16,/,13
COc1cccc(NC(=O)CCC2CCN(C(=O)C3CC=CCC3)CC2)c1 (stereo unspecified),-4,9,-28,-3,-4,-11,-26,-20,-5,12,-33
CC(C)(C)OC(=O)C[C@@H]1C/C=C\C[C@@H](CC(=O)N[C@H](CO)Cc2ccccc2)C(=O)N2CCC[C@H]2COC1=O,-5,-9,9,-4,/,-11,-4,9,11,1,25
Cc1ccc(NC(=O)CSc2nnc(-c3cc(C)on3)o2)cc1,-5,-6,-8,17,-2,1,-7,1,13,-3,-13
CCOc1ccc(-n2nc3ccc(NC(=O)c4ccc5c(c4)OCCO5)cc3n2)cc1,5,51,-38,-10,-1,43,0,8,-8,29,30
CCN(CC)C(=O)C1=C(C)N(CCC2=CCCCC2)C(=O)C(CC(=O)NC2CCCC2)C1 (stereo unspecified),-17,8,0,11,/,0,-9,12,0,/,9
CCc1c(C)nc2c(-c3ccccc3)c(C)[nH]n2c1=O,7,13,17,-5,/,-1,10,7,5,0,14
Cc1ccc(NC(=O)CC2S/C(=N/N=C3/NC(=O)CS3)NC2=O)cc1 (stereo unspecified),5,-12,16,-4,0,-3,-10,0,-12,-2,4
O=C(CNC(=O)Cn1ccc2ccccc2c1=O)NCCCN1CCCCCC1,14,4,10,-8,2,-23,6,-21,0,-6,-7
CC(=O)c1cccc(NC(=O)CC2S/C(=N/N=C/c3ccccc3)NC2=O)c1 (stereo unspecified),15,1,1,6,3,-8,-16,-7,0,-3,10
C=CCC(C(=O)OC)(C(=O)OC)c1ccccc1[N+](=O)[O-],-6,-1,12,-14,-1,-3,13,-2,-7,4,14
COCCn1cnc2c1c(=O)[nH]c(=O)n2Cc1ccccc1,4,12,-1,-12,4,-8,9,-28,18,-1,14
O=[N+]([O-])c1cccc(C2Nc3cccc4cccc(c34)N2)c1,4,-1,5,-13,-1,-4,4,-51,0,4,4
CC(=O)OC1CC[C@@]2(C)C(CCC3C2CC(=O)[C@@]2(C)C3CC3CC(C)=CC(=O)C32)C1 (stereo partly specified),-5,-6,-10,-20,/,4,2,-24,-14,1,-2
CCOC(=O)C(=O)C1C(=O)Nc2ccccc21 (stereo unspecified),4,6,19,1,/,13,-41,-24,6,11,-1
COc1ccc(S(=O)(=O)NC(=O)C2(C)CCN2C(=O)C(C)(C)c2ccccc2)cc1 (stereo unspecified),8,-18,13,-1,/,-4,-6,0,5,/,8
CC(=O)OCC1OC(c2ccccc2)C(OC(C)=O)C(OC(C)=O)C1OC(C)=O (stereo unspecified),-15,-9,6,7,1,-4,-2,-5,1,6,11
O=C1c2ccccc2C(Nc2ccc(F)cc2F)N1CCN1CCOCC1 (stereo unspecified),6,3,-8,-9,-2,-6,7,-14,-8,/,15
COc1ccc(-n2nnnc2SCC(=O)Nc2nnn(C)n2)cc1,20,14,14,5,-7,-7,10,13,-6,-7,8
CCOC(=O)c1ccc(COC(=O)CNC(=O)CNC(=O)c2ccc(OC)cc2)o1,-11,-5,5,15,0,0,-5,-11,-3,-2,1
O=C(NC(=S)N1CCCCC1c1cccnc1)c1ccccc1 (stereo unspecified),11,-10,-20,-2,0,-7,-15,-12,0,-12,10
OC(c1ccccc1)c1ncc(-c2cccc(OCc3ccccc3)c2)[nH]1 (stereo unspecified),-9,-3,-29,6,/,1,11,5,10,/,16
COc1cc(CNCCCN2CCOCC2)c(Br)cc1OC(C)C,2,-1,9,-5,/,-3,49,-2,16,-1,-1
C/C(=N\NC(N)=S)c1cccnc1,10,/,1,-1,-1,3,0,-6,-8,-6,-1
Cc1cc(C)n2nc(C(=O)N/N=C/C=C/c3ccccc3)nc2n1,-10,/,-3,20,-5,3,3,-8,-4,/,-2

# Full records, looked up by structure. Order of values: KKLEB tox | Shn3 3UTR inh | HIF-2a inh | CF NFkB block | NR2E3 ag-1 | C8 TRAIL sens | TROY NFkB inh | NR2E3 ag-2 | TWEAK-Fn14 inh | MITF TRPM1 inh | Peg3 prom inh
# `CCN(CC)C(=O)C1=C(C)N(CCC2=CCCCC2)C(=O)C(CC(=O)NC2CCCC2)C1` (stereo unspecified) in the list: -17 | 8 | 0 | 11 | / | 0 | -9 | 12 | 0 | / | 9
# `COc1cc(Cl)ccc1OCc1cc(C(=O)N(C)C2CC(C)(C)NC(C)(C)C2)no1` in the list: 7 | -9 | -16 | 5 | 2 | 3 | -3 | -12 | -6 | 4 | -22
# `CC(=O)c1cccc(NC(=O)CC2S/C(=N/N=C/c3ccccc3)NC2=O)c1` (stereo unspecified) in the list: 15 | 1 | 1 | 6 | 3 | -8 | -16 | -7 | 0 | -3 | 10
# `C/C(=N\NC(N)=S)c1cccnc1` in the list: 10 | / | 1 | -1 | -1 | 3 | 0 | -6 | -8 | -6 | -1

# New compounds follow:
SMILES,KKLEB tox,Shn3 3UTR inh,HIF-2a inh,CF NFkB block,NR2E3 ag-1,C8 TRAIL sens,TROY NFkB inh,NR2E3 ag-2,TWEAK-Fn14 inh,MITF TRPM1 inh,Peg3 prom inh
CCOc1ccc(CCNC(=O)Cc2ccc(NC3=NC4CS(=O)(=O)CC4S3)cc2)cc1OCC (stereo unspecified),-3,7,1,1,2,-6,5,-18,4,-1,-6
N#CCSc1nc2ccccc2c(=O)n1CCCC(=O)NCc1ccco1,-16,12,14,29,-2,-17,-34,9,0,14,7
COC(=O)C1=C(C)N(Cc2ccc(OC)c(OC)c2)C(=O)C1,-5,1,22,0,-1,12,-2,-30,14,-12,10
O=C(Nc1cccc2ccccc12)N1CCN(c2ccc(F)cc2)CC1,-3,11,-9,8,-1,-11,7,5,32,11,-17
CN(C)CCCn1c(NCc2ccc3c(c2)OCO3)nc2ccccc21,-3,-4,-9,8,-2,5,-4,-6,-23,-10,-3
Cc1ccc2cc(/C=N/NC(=O)c3ccc(F)cc3)c(Cl)nc2c1,3,23,0,6,-3,6,-4,-9,-4,-1,2
CC(O)Cc1cn([C@@H](CCCCNC(=O)OC(C)(C)C)C(=O)N2CCN(C(=O)OC(C)(C)C)CC2)nn1 (stereo partly specified),16,-9,9,-24,0,10,-10,2,0,3,3
CC(C)NC1CCC(Nc2ccnc3cc(Cl)ccc23)CC1 (stereo unspecified),2,75,-30,-9,/,12,-23,5,5,25,12
O=C(Nc1cccc(S(=O)(=O)N2CCCCC2)c1)[C@@H]1CCCN1S(=O)(=O)c1ccccc1C(F)(F)F,-5,6,8,11,/,2,13,8,-7,-2,29
COc1ccc(N2CCN(Cc3nnnn3C3CCCCC3)CC2)cc1,5,-13,0,-4,0,1,-11,-22,8,-6,7
CCc1cccc(C)c1NC(=O)CCCn1c(=O)c2cccn2c2cccnc21,11,14,-8,0,-1,-4,8,-34,-10,-6,6
COc1cc(C(=O)N2CCN(C(=O)c3ccco3)CC2)c([N+](=O)[O-])cc1OC,13,9,9,-1,-2,-9,2,-29,15,-8,13
O=C(c1cc2cc(Cl)ccc2o1)N1CCCC1,2,-53,-161,10,-2,12,-27,-30,-43,-51,-163
CC(C)N1C(=O)CCC1C(=O)O (stereo unspecified),16,-13,31,-5,1,-1,13,5,-7,-2,-7
Cn1c(CCNC(=O)C(C)(C)C)nc2ccccc21,-13,8,2,2,1,-3,12,-18,-7,0,1
CC(C)CCc1noc(CN(C)CCC2CCOCC2)n1,-8,-15,12,2,2,28,-1,-2,4,5,2
O=C(CSc1nnc(CNC(=O)c2ccco2)o1)Nc1cccc(Cl)c1,0,1,13,-8,0,-5,-14,-11,3,8,0
Cc1cc(NC(=O)NCc2ccco2)ccc1NC(=O)NCc1ccco1,0,-2,-5,11,/,2,-20,-13,-15,7,10
CC1=C[C@H](C)[C@H](c2c(F)cccc2Cl)CC1=O,-2,-35,5,7,3,6,2,8,14,4,3
COc1ccc(OC)c(NC(=O)CSc2nnnn2-c2ccccc2F)c1,-1,8,6,10,2,-7,2,1,-13,19,32
Cc1ccc(-c2nn(-c3ccccc3)cc2C(N)=O)o1,-8,-2,-17,4,0,-2,-3,-29,-19,-4,5
Cc1ccc(-n2nc3c(=O)n(C(C)C(=O)NCc4ccc(Cl)cc4)nc(C)c3c2C)cc1 (stereo unspecified),20,38,13,5,1,10,31,11,10,28,21
N#CC1=C(N)Oc2cc(N)ccc2C1c1ccccc1Cl (stereo unspecified),-2,8,1,1,/,1,-6,-2,41,/,36
Cc1ccc(-c2nn(Cc3ccccc3)cc2C(=O)NCC2CCCO2)cc1 (stereo unspecified),0,6,9,0,/,-22,3,-7,-3,16,-9
